Screening data deposited in PubChem by Sanford-Burnham Center for Chemical Genomics.
H9c2 TAG inh – triacylglycerol accumulation inhibition; H9c2 cells, Nile Red lipid (TAG) fluorescence; cells loaded with 200 µM oleic acid; inhibition, % at 12.5 µM; AID 651582; 0.66% of 230,000 active;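 active means pattern-corrected inhibition of lipid staining of at least 50% with the nuclear-stain viability signal not falling by more than 50%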;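 further: 0% = DMSO wells and 100% = triacsin C control wells; some results filed as inactive read as strong as hits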
H9c2 TAG inh DAPI viability – second read-out of H9c2 TAG inh, no call of its own (marks repeat the call); DAPI nuclei signal change (viability), lower = more cytotoxic, %;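 whole-well DAPI fluorescence read on a plate reader as a viability signal; minus 50 percent equals half of cells still viable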
* = called active by the depositor; i = inactive; & = joins results of further samples.

smiles,H9c2 TAG inh,H9c2 TAG inh DAPI viability
COc1cc(/C=N/Nc2nc3ccccc3[nH]2)cc(OC)c1O,7.0,11.0
Cc1c(NS(=O)(=O)c2cc(C(=O)Nc3ccc(F)cc3Cl)ccc2Cl)c(=O)n(-c2ccccc2)n1C,-3.1,-2.1
C=CCc1ccc(OCCCN2CCCC(C)C2)c(OC)c1 (stereo not given),5.2,6.8
CC1CC1C(=O)N(C)CC(=O)Nc1ccc(Cl)c(C(F)(F)F)c1 (stereo not given),-43.6,-3.5
CN(C)S(=O)(=O)c1ccc(C(=O)NNC(=O)c2ccccc2-n2cccc2)cc1,5.4,-7.1
O=C(O)CCC(NC(=O)c1ccc(Cl)cc1)C(=O)O (stereo not given),9.3,-2.0
CC1=NN(C(=O)c2c(Br)cnn2C)C(O)(C(F)(F)F)C1 (stereo not given),13.9,4.9
CCN(CC)C(=O)Cn1cc(S(=O)(=O)CC(=O)Nc2ccc(F)cc2)c2ccccc21,-1.8,1.6
COC(=O)c1ccc(C(=O)OC)c(NC(=O)CN2CCC(C)CC2)c1,-4.1,0.9
CC1(C)Cc2c(sc3nnn(CC(=O)Nc4ccccc4)c(=O)c23)CO1,5.8,-7.6
FC(F)(F)c1cc(-c2cccs2)nc(-n2cc(Br)cn2)n1,20.5,-1.1
N#CC1(NC(=O)CSc2nnc(C3CC3)n2C2CC2)CCCCC1,16.2,0.7
C=CCOC(=O)C1=C(C)NC(SC)=C(C#N)C1c1ccc(OCC)cc1 (stereo not given),-20.5&-4.1,1.0&1.0
CC(C)N(Cc1ccccc1)C(=O)COC(=O)C1CCN(S(=O)(=O)c2ccc3c(c2)OCCO3)CC1,-4.6,-5.9
CC(NC1CCCCC1)C(=O)NN=C(c1ccccc1)c1ccccc1 (stereo not given),-9.9,4.4
OC[C@@H]1[C@@H](c2ccc(Cl)cc2)C(c2ccccc2)=NN1c1ccccc1,-3.6,i
CCOc1c2ccc(C(=O)NCc3ccc(OC)cc3)cc2nn1CCOC,-27.5,10.8
CCOC(=O)c1c(C)[nH]c(C)c1C(=O)COC(=O)c1ccc(Cl)nc1,-29.0,3.7
O=C(NCC1CCCO1)c1cccc(Oc2ccc([N+](=O)[O-])cc2)c1 (stereo not given),-2.1,1.9
COCCCn1c(C)nnc1SCc1ccc(C(C)(C)C)cc1,-33.5,7.1
CN(C[C@H](Cc1ccccc1)N(C[C@@H](Cc1cccc2ccccc12)N(CCc1ccccc1)N=O)N=O)N=O,5.5,1.4
COc1ccc(NC(=O)NC23CC4CC(CC(C4)C2)C3)cc1OC,0.6,6.8
C#CCOCCOCCOCCNc1nc(N2CCN(C(=O)[C@H](Cc3cc4ccccc4[nH]3)n3cc([C@@H](N)CC(C)C)nn3)CC2)nc(N2CCN(C(=O)[C@H](Cc3cc4ccccc4[nH]3)n3cc([C@@H](N)CC(C)C)nn3)CC2)n1,23.1,2.5
Cn1nc(C(C)(C)C)cc1C(=O)NCc1ccc2c(c1)OCO2,-26.5,-5.2
Cc1c(NC(=O)c2nn(C)c(=O)c3ccccc23)c(=O)n(-c2ccccc2)n1C,0.4,16.2
Cc1ccccc1CNC(=O)c1ccc2sc([C@H]3C[C@H](O)[C@@H](CO)O3)nc2c1,-20.6,5.6
O=C(CCN1C(=O)c2ccncc2C1=O)Nc1ccc2c(c1)OCCO2,6.2,0.3
Cc1ccc(NC(=O)Cn2nc(C(=O)O)c3ccccc3c2=O)cc1S(=O)(=O)N1CCCCC1,-24.1,1.5
O=c1cc(-c2ccccc2)nc(N2CCN(Cc3ccccc3)CC2)[nH]1,5.3,5.7
CN1CCc2c(sc3c2c(=O)n(-c2ccccc2)c2nnc(SCc4ccc(F)cc4)n32)C1,0.2,-1.8
CCN(C(=O)COC(=O)CCc1ccc(OC)cc1)c1c(N)n(Cc2ccccc2)c(=O)[nH]c1=O,18.8,7.6
CSCCC(NC(=O)COc1ccccc1)C(=O)N1CCN(c2ccccc2)CC1 (stereo not given),-10.2,2.3
O=C(Cn1c(-c2cncs2)nc2ccccc21)NCc1ccccc1,-9.9,2.6
O=C(Nc1ncc2c(n1)CC(c1ccco1)CC2=O)c1ccc(Cl)cc1 (stereo not given),3.5,5.1
O=C(Nc1ccc(F)cc1)Nc1nnc([C@H]2C[C@H](O)[C@@H](CO)O2)s1,1.5,7.4
COC(=O)c1nn(-c2ccccc2)ccc1=O,7.3,-0.3
CCOC(=O)N1CCN(C(=O)C(=O)Nc2ccc3nc4n(c(=O)c3c2)CCCCC4)CC1,6.0,-8.8
COc1ccc(-c2ccncc2)cc1OC,0.9,1.1
COc1ccc(Br)cc1/C=N/Nc1ccc(S(=O)(=O)Nc2ccccc2C(=O)O)cc1[N+](=O)[O-],-7.9,-5.1
O=C(CCn1c(=O)c2cccn2c2cccnc21)NCCCN1CCN(c2ccc(F)cc2)CC1,3.1,9.0
COc1cccc(NC(=O)Nc2cc(C)ccc2OC)c1,5.5,1.4
CCn1c(SCC(=O)Nc2sc(C)c(C)c2C#N)nnc1C1CC1,-4.3,2.2
c1ccc(-c2nnc(CSc3ccc4c(c3)OCCO4)o2)cc1,-8.4,5.6
COc1ccc(CN(C)C[C@@H]2OCc3cnnn3CCCC(=O)N([C@@H](C)CO)C[C@H]2C)cc1,6.2,5.0
O=C(NCCN1C(=O)S/C(=C\c2cccnc2)C1=O)c1ccc([N+](=O)[O-])s1,21.5,-4.9
COc1cc([N+](=O)[O-])ccc1NC(=O)NNC(=O)C(C)Oc1ccc(F)cc1F (stereo not given),-6.3,6.4
O=C1Cc2ccccc2C(=O)N1Nc1ccccc1,-3.3,-7.9
Cc1sc2nc(SCC(=O)NCc3ccco3)n(C)c(=O)c2c1C,-6.4,14.7

Taken from the listing, 19 compounds:
smiles,H9c2 TAG inh,H9c2 TAG inh DAPI viability
CN1CCc2c(sc3c2c(=O)n(-c2ccccc2)c2nnc(SCc4ccc(F)cc4)n32)C1,0.2,-1.8
CCN(C(=O)COC(=O)CCc1ccc(OC)cc1)c1c(N)n(Cc2ccccc2)c(=O)[nH]c1=O,18.8,7.6
CSCCC(NC(=O)COc1ccccc1)C(=O)N1CCN(c2ccccc2)CC1 (stereo not given),-10.2,2.3
O=C(Cn1c(-c2cncs2)nc2ccccc21)NCc1ccccc1,-9.9,2.6
O=C(Nc1ncc2c(n1)CC(c1ccco1)CC2=O)c1ccc(Cl)cc1 (stereo not given),3.5,5.1
O=C(Nc1ccc(F)cc1)Nc1nnc([C@H]2C[C@H](O)[C@@H](CO)O2)s1,1.5,7.4
COC(=O)c1nn(-c2ccccc2)ccc1=O,7.3,-0.3
CCOC(=O)N1CCN(C(=O)C(=O)Nc2ccc3nc4n(c(=O)c3c2)CCCCC4)CC1,6.0,-8.8
COc1ccc(-c2ccncc2)cc1OC,0.9,1.1
COc1ccc(Br)cc1/C=N/Nc1ccc(S(=O)(=O)Nc2ccccc2C(=O)O)cc1[N+](=O)[O-],-7.9,-5.1
O=C(CCn1c(=O)c2cccn2c2cccnc21)NCCCN1CCN(c2ccc(F)cc2)CC1,3.1,9.0
COc1cccc(NC(=O)Nc2cc(C)ccc2OC)c1,5.5,1.4
CCn1c(SCC(=O)Nc2sc(C)c(C)c2C#N)nnc1C1CC1,-4.3,2.2
c1ccc(-c2nnc(CSc3ccc4c(c3)OCCO4)o2)cc1,-8.4,5.6
COc1ccc(CN(C)C[C@@H]2OCc3cnnn3CCCC(=O)N([C@@H](C)CO)C[C@H]2C)cc1,6.2,5.0
O=C(NCCN1C(=O)S/C(=C\c2cccnc2)C1=O)c1ccc([N+](=O)[O-])s1,21.5,-4.9
COc1cc([N+](=O)[O-])ccc1NC(=O)NNC(=O)C(C)Oc1ccc(F)cc1F (stereo not given),-6.3,6.4
O=C1Cc2ccccc2C(=O)N1Nc1ccccc1,-3.3,-7.9
Cc1sc2nc(SCC(=O)NCc3ccco3)n(C)c(=O)c2c1C,-6.4,14.7

The list goes on.
smiles,H9c2 TAG inh,H9c2 TAG inh DAPI viability
CSc1ncccc1C(=O)N1CCC1(C)C(=O)NC(C)C (stereo not given),10.6,7.4
CN(C)S(=O)(=O)c1cc(NC(=O)CN2CCN(c3ccccc3O)CC2)ccc1Cl,19.6,-3.2
Cn1c(SCC(=O)O)nnc1-c1cccc(NC(=O)c2cccc3ccccc23)c1,-4.0,5.7
CN(C(=O)COC(=O)CNC(=O)c1sc2ccccc2c1Cl)C1CCS(=O)(=O)C1 (stereo not given),-16.4,-11.2
COc1ccc(S(=O)(=O)N2CCCCCC2)cc1C(=O)N(C)CC(=O)Nc1ccccc1Br,19.0,-22.5
CC(=O)N1CCOc2ccc(S(=O)(=O)NC[C@H]3O[C@@H](n4ccc(=O)[nH]c4=O)[C@H](O)[C@@H]3O)cc21,5.8,-5.1
O=C(NC1CCCCC1)Oc1cccc2ccccc12,15.4,-11.0
O=[N+]([O-])c1ccccc1/C=C\C=N\N1CCN(c2ccccc2)CC1,-15.4,-2.5
Oc1ccccc1/C=N/n1c(-c2cccs2)n[nH]c1=S,-2.3,-4.4
Cc1ccc(-c2nn(C)c(=O)c3ccccc23)cc1CNC(=O)CSc1nc2ccccc2o1,2.2,-2.1
COc1ccc(S(=O)(=O)N2CCCCC2)cc1NC(=O)CN1CCN(C(C)=O)CC1,-4.8,-3.1
Cc1noc(C)c1COC(=O)c1csc2c1CCC(C)C2 (stereo not given),-16.0,-3.4
Cc1ccc2c(c1)N(Cc1cccc(F)c1)C(=O)C(C)O2 (stereo not given),-1.3,-11.8
CC1Cc2ccccc2N1C(=O)COC(=O)c1ccc(O)cc1 (stereo not given),0.4,-9.1
COc1ccc(NC(=O)CC2Nc3ccccc3NC2=O)c([N+](=O)[O-])c1 (stereo not given),8.4,-8.0
CN1CCN(CCC(=O)N/N=C/c2ccccn2)CC1,-3.1,2.2
O=[N+]([O-])c1ccc(N2CCN(Cc3ccc([N+](=O)[O-])o3)CC2)cc1,-5.1,-6.2
CCc1cn([C@H]2C[C@H](O)[C@@H](CO)O2)c(=O)[nH]c1=O,-9.2,11.0
CCOC(=O)N1CCN(c2cc(N3CCOCC3)c(F)cc2[N+](=O)[O-])CC1,10.0,-4.0
C/C(=N\NC(=O)C(NC(=O)c1ccccc1)C(C)C)c1ccccc1 (stereo not given),-8.9,4.8
O=C1NCCN(Cc2cccc(Oc3ccccc3)c2)C1CC(=O)N1CCCCO1 (stereo not given),-7.2,-1.4
Cc1nn(-c2ncc(C(F)(F)F)cc2Cl)c(=O)n1-c1ccccc1,2.3,-3.3
Cc1cc(C)nc(Nc2n[nH]c(-c3cccc4ccccc34)n2)n1,-8.4,23.9
COc1ccc(CCNC(=O)Nc2ccc([N+](=O)[O-])cc2)cc1OC,-9.1,5.8

In another format: results already given.
Each structure is followed by: H9c2 TAG inh | H9c2 TAG inh DAPI viability
CCOC(=O)N1CCN(c2cc(N3CCOCC3)c(F)cc2[N+](=O)[O-])CC1
→ 10.0 | -4.0
C/C(=N\NC(=O)C(NC(=O)c1ccccc1)C(C)C)c1ccccc1 (stereo not given)
→ -8.9 | 4.8

Next section.
smiles,H9c2 TAG inh,H9c2 TAG inh DAPI viability
Cc1cccc(C)c1N1CC(=O)N(c2c(C)cccc2C)CC1=O,-9.3,-0.5
COc1cc(C(=O)NNC(=O)c2cc(S(=O)(=O)N(C)C)ccc2N2CCCC2)cc(OC)c1OC,3.3,-4.2
CC(C)N1CC(C(=O)Nc2ccc(Cl)c(Cl)c2)CC1=O (stereo not given),3.4,-9.5
COc1cc(NC(=O)COc2cccc3c2OC(C)(C)C3)cc(OC)c1OC,-22.5,-3.7
O=C(CN1C(=O)c2ccccc2S1(=O)=O)NCc1cccs1,4.8,-7.3
CC(C)(C)C(=O)NC1CCN(S(=O)(=O)c2ccccc2F)CC1,-7.9,-1.6
O=c1cc(O)c2sc3nc4c(c(C(F)(F)F)c3c2[nH]1)CCCCC4,2.2,2.0
CCc1ccc(NC(=O)C(C)OC(=O)Cc2cc(OC)c(OC)c(OC)c2)cc1 (stereo not given),-21.2,6.8
Cc1ccc(OCC(=O)Nc2ccc3c(c2)nc(CCN2CCN(C)CC2)n3C)cc1,0.9,3.2
CC1=C/C(=N\N=C2\NC(=O)C(CC(=O)Nc3ccccc3F)S2)CC(C)(C)C1 (stereo not given),0.6,-1.2
COc1ccc(C(=O)/C=C/c2ccc(O)cc2)c(O)c1CC=C(C)C,1.8,-3.9
CC1(C)Cc2ccccc2C2=NNC(=O)C2=N1,39.6,-64.0
Cc1cc2c(c(SCC(=O)Nc3ccc(C)c(C)c3)n1)C(=O)OC2,-6.9,-0.7
COC(=O)C1=CN(Cc2ccc(OC)cc2)C=C(C(=O)OC)C1c1ccc(O)c(OC)c1,10.2,-6.1
O=C(Nc1nnc(-c2ccc3c(c2)OCCO3)o1)c1ccc(Cc2ccccc2)cc1,9.6,9.1
O=C(NNC(=O)c1nn(-c2ccc(F)cc2)ccc1=O)c1ccc(Cl)cc1,5.4,-5.1
CC(C)C(NC(=O)c1c(F)cccc1F)C(=O)NCC(c1ccccc1)N(C)C (stereo not given),0.0,-0.8
CN(CC(=O)Nc1ccc(F)cc1)C(=O)c1cccc(NS(=O)(=O)c2ccccc2)c1,2.7,5.2
O=C(O)c1ccccc1-c1c2cc(I)c(=O)c(I)c-2oc2c(I)c(O)c(I)cc12,-33.2&-35.1,-8.8&15.3
O=C(NCCCCc1ccccc1)C12CN(Cc3ccccc3)CC1C(c1cccc([N+](=O)[O-])c1)=NO2 (stereo not given),5.7,34.6
COc1cc(OC)cc(C(=O)NC(=S)Nc2cccnc2)c1,10.4,-8.2

Not all compounds are listed; rates above refer to the full screens.
